# Keap1 Nrf2 FP: disrupts human Keap1 binding to Nrf2 peptide; Q14145; AID 504523; Keap1 Kelch-Nrf2 peptide fluorescence polarization, 1536-well; 0.15% of 340,000 active; inhibition, % at 9.4 µM; in the data active = inhibition above about 12%; inconclusive = no clear call, values can overlap the other calls; inactive = below about 7.3%;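 note: human Keap1 Kelch domain with fluorescein labeled Nrf2 9mer peptide probe; 0% = neutral control wells and 100% = peptide positive control; higher means more block of Keap1 binding to Nrf2 peptide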
# NSD2 inh: blocks human histone methyltransferase NSD2; AID 743445; O96028; NSD2 peptide methylation, AlphaScreen, 120 min; inhibition, % at 12.5 µM; 0.54% of 310,000 active; in the data active = inhibition above about 50%
# dFosB activator: enhances mouse delta FosB homodimer DNA binding. P13346. purified delta FosB, TAMRA-CDK5 oligo fluorescence polarization; percent of positive-control signal above neutral wells. activation, % at 25 µM. 0.99% of 340,000 active;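 active = mean activation above about 17%, with every replicate also reaching it, limit read from the data, passing the limit was not always enough; inconclusive = only one of the two conditions met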;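 note: fluorescence polarization rise as delta FosB binds a TAMRA Cdk5 AP-1 oligo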
# Target sequence (P13346 whole entry, looked up): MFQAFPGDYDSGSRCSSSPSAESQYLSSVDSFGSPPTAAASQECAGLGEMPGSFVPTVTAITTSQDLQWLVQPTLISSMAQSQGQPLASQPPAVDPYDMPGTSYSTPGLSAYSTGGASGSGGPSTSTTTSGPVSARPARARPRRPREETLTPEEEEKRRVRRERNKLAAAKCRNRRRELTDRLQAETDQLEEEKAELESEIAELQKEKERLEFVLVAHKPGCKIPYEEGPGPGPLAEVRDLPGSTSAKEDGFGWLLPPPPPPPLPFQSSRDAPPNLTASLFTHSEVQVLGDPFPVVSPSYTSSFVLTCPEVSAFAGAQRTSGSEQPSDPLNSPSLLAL
# SUMO Mot1 rescue: inhibitors of SUMOylation pathway: yeast Mot1-301 growth rescue. S. cerevisiae Mot1-301 growth rescue, ATP luminescence, 38.5C; percent above DMSO median, 100 means doubled. growth rescue, % at 18.8 µM. 1% of 320,000 active. AID 2716;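 active = every valid replicate shows activation above 250% relative to neutral control wells; inactive = the rest, any valid replicate at or below 250%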;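 note: OY570 slx delta 5 strain wells were the positive control but not used for scaling; some compounds called inactive have numbers as strong as hits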
# RTF Ca sens act: cardiac RTF calcium sensitization; IANBD-labeled TnC RTF fluorescence at EC20 calcium; 0% EC20 calcium, 100% full calcium; P19429+P45379; AID 493008; activation, % at 7.2 µM; 0.24% of 340,000 active;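 active = activation above the mean over all tested compounds plus 3 SD, cut at about 30% in these data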;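 note: rise in fluorescence read as greater calcium sensitivity of cardiac thin filaments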
# Cardiac RTF inh: cardiac RTF calcium desensitization | inhibition, % at 7.15 µM | IANBD-labeled cardiac RTF, Ca2+ fluorescence | AID 493244 | 0.12% of 340,000 active | P19429+P45379;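 active = inhibition above the mean inhibition of all tested compounds plus 3 SD, cut at about 17% in these data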;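 note: assay run at fixed EC70 calcium of 1.6 mM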
# CDK5 p35 inh: blocks human CDK5/p35 kinase activity; Q00535+Q15078; Recombinant CDK5/p35, ADP-Glo luminescence, 60 min; inhibition, % at 10 µM; 0.01% of 330,000 active;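 active = highest replicate inhibition of at least 50% and at least 75% of replicates reaching 50%; inconclusive = only one of the two criteria met; inactive = both criteria failed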;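 note: plate controls were DMSO neutral control for no effect and GW8510 at 10 µM for full effect; many of its hits are not listed in these tables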
# PvdQ inh: blocks Pseudomonas aeruginosa PvdQ acylase activity; purified PvdQ acylase, fluorescence plate reader; inhibition, % at 10 µM; 0.063% of 340,000 active; AID 488965; in the data active = inhibition above about 30%, passing the limit was not always enough; inconclusive = no clear call, values can overlap the other calls;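 note: 0% = vehicle neutral wells and 100% = reference inhibitor wells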
# LANA DNA inh: KSHV C-LANA DNA binding inhibition; MBP-C-LANA/FAM-LBS DNA binding, fluorescence polarization; inhibition, % at 9 µM; 0.078% of 340,000 active; AID 504423;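 active = highest replicate inhibition at or above 60% at 9 µM, even if other replicates fall short; inactive = all replicates below 60% inhibition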;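 note: 0% = neutral control wells and 100% = 4 µM acridine orange control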
# PfHsp90 yeast 2: reduces growth (ATP signal) of yeast expressing P. falciparum Hsp90. 0.32% of 310,000 active. S. cerevisiae expressing PfHsp90, BacTiter-Glo ATP, 48 h; yeast lacking PDR1 and PDR3 efflux regulators. inhibition, % at 9.4 µM;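 active = every replicate shows inhibition above about 80%, whatever the replicate mean, limit read from the data; inconclusive = mean inhibition reaches the set limit but some replicate falls short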;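 note: 0% = DMSO neutral controls and 100% = 20 µM radicicol positive controls; yeast relying on Plasmodium falciparum Hsp90 in place of its own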
# Rtt109 HAT inh: inhibitors of Candida albicans Rtt109/Vps75 histone acetyltransferase; Q5AAJ8; inhibition, % at 34.9 µM; purified Rtt109/Vps75, ThioGlo CoA-SH fluorescence, 4 h; 0.16% of 330,000 active;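 active = inhibition of at least 50% in every replicate; inconclusive = best replicate reaches 50% inhibition but some replicates fall short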
# Target sequence (Q5AAJ8 whole entry, looked up): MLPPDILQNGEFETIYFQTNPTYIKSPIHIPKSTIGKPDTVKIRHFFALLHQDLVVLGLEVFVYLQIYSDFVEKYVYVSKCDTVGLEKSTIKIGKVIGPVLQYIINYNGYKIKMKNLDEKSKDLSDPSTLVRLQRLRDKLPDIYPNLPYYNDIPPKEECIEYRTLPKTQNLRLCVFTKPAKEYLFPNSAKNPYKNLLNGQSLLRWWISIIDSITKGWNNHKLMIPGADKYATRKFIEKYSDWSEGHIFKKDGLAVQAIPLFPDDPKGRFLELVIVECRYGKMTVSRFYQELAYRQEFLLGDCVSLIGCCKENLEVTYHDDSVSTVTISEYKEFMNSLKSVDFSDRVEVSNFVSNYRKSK
# Starred values were filed as active, the others as inactive; ? = inconclusive; / = not tested or not shown.
SMILES,Keap1 Nrf2 FP,NSD2 inh,dFosB activator,SUMO Mot1 rescue,RTF Ca sens act,Cardiac RTF inh,CDK5 p35 inh,PvdQ inh,LANA DNA inh,PfHsp90 yeast 2,Rtt109 HAT inh
Cc1onc(-c2c(Cl)cccc2Cl)c1NC(=O)N(C)N,-3,-3,1,-3,3,-7,1.5,9,-1.2,-10,-4
O=C(COC(=O)c1ccncc1)NC(=O)C1CCCCC1,4,-1,-2,/,1,-18,-0.2,-7,0.3,-8,-4
Cc1ccc(NC(=O)n2ncc3c(C)cccc32)c(C)c1,-2,-9,-5,-4,-3,-4,3.1,27,-0.3,12,0
Cc1cc(C)n2ncc(C(=O)Nc3ccc(Cl)c(Cl)c3)c2n1,1,9,-10,7,-4,-4,0.7,-5,1.0,0,9
CCOc1ccc(-n2c(=S)sc3c(=O)n(-c4ccccc4)c(SC)nc32)cc1,-6,1,-13,108,7,2,0.7,6,0.0,4,3
CCN(C(=O)CSc1nc(C)cc(=O)[nH]1)C1CCCCC1,-1,-2,-4,-4,-3,-9,-1.2,-11,0.1,4,-3
Cc1ccc(S(=O)(=O)NCc2cn3c(C)csc3n2)cc1,0,-3,2,-2,4,3,1.5,-13,-0.7,-29,-12
COc1ccccc1CNC(=O)CN1c2cccc3cccc(c23)S1(=O)=O,-2,/,0,21,-3,-1,0.1,-17,0.4,-5,1
CN1CCN(c2ccc(NC(=O)c3ccc([N+](=O)[O-])o3)cc2Cl)CC1,-4,7,-11,-1,0,-5,-1.8,-7,0.1,-23,-4
CCC1CCCCN1c1nc2c(C=O)c(C)nn2c2ccccc12 (centres undefined),-5,-23,-6,-23,2,0,1.9,1,0.2,10,-1
O=C(Nc1sc2c(c1-c1nc3ccccc3[nH]1)CCCC2)C1CCCC1,-7,-2,-5,41,-5,-2,-0.2,-16,-0.9,-38,1
Nc1[nH]n(-c2ccccc2)c(=O)c1N=Nc1ccc2ncsc2c1,2,24,-10,5,-1,-8,-1.6,-7,1.2,-3,6
CCOC(=O)COC(=O)c1ccc(Oc2cc(C)nc(SC)n2)cc1,-2,-51,0,-4,0,6,-0.5,4,1.3,-16,3
COc1ccc(N(C=O)C(=S)SC)cc1,-1,4,-1,-4,4,-12,-1.0,-12,0.7,-4,-3
O=c1[nH]c2cc3c(cc2cc1CN(CCc1ccccc1)C(=S)NCCCN1CCOCC1)OCCO3,-8,-1,1,/,3,-13,-2.7,-12,-2.0,-31,-14
OC1(c2ccc(Cl)cc2)CCN(Cc2cn[nH]c2-c2ccc(F)cc2)CC1,-2,0,-1,-8,-1,-2,1.3,-12,1.4,-3,-9
CC(=O)N(C)/C=C1\Sc2ccccc2C1=O,-8,/,6,100,2,-4,0.7,-12,0.0,8,-1
COC(=O)c1ccc(Cn2cc(C(F)(F)F)cc([N+](=O)[O-])c2=O)cc1,-4,-1,3,-16,5,-8,-1.1,-15,-1.2,32,0
COc1ccc(-n2c(Cc3cccn3C)nnc2SCC(=O)NCC2CCCO2)cc1 (centres undefined),-2,/,-15,94,5,-7,0.5,-11,-0.6,20,-2
c1ccc(CNc2nc3ccccc3n3cnnc23)cc1,6,/,-4,9,5,-5,-1.7,-9,0.2,-15,-6
Cc1cc(CN2CCC(n3nccc3NC(=O)c3ccccc3C)CC2)n[nH]1,-2,-1,0,18,3,-1,1.9,2,1.6,-9,33
Cc1ccc2nc(/C(C#N)=C/c3ccccc3C(=O)O)[nH]c2c1,-6,5,3,-2,1,-12,-0.6,-13,0.0,10,-3
N#CC1(NC(=O)CN2C(=O)c3ccccc3C2=O)CCCCC1,-2,1,9,0,-2,7,2.1,3,-1.4,-20,-8
CS/C(=N\S(=O)(=O)c1ccccc1)c1ccccc1,?,1,2,-7,1,8,-0.6,-6,-0.6,5,-12
Cc1ccc2oc(=O)c(/C=C(\O)c3cccs3)nc2c1,1,-2,-9,11,5,1,-0.7,-9,15,-9,9

# A run of entries of the results above, as a working copy:
SMILES,Keap1 Nrf2 FP,NSD2 inh,dFosB activator,SUMO Mot1 rescue,RTF Ca sens act,Cardiac RTF inh,CDK5 p35 inh,PvdQ inh,LANA DNA inh,PfHsp90 yeast 2,Rtt109 HAT inh
CCN(C(=O)CSc1nc(C)cc(=O)[nH]1)C1CCCCC1,-1,-2,-4,-4,-3,-9,-1.2,-11,0.1,4,-3
Cc1ccc(S(=O)(=O)NCc2cn3c(C)csc3n2)cc1,0,-3,2,-2,4,3,1.5,-13,-0.7,-29,-12
COc1ccccc1CNC(=O)CN1c2cccc3cccc(c23)S1(=O)=O,-2,/,0,21,-3,-1,0.1,-17,0.4,-5,1
CN1CCN(c2ccc(NC(=O)c3ccc([N+](=O)[O-])o3)cc2Cl)CC1,-4,7,-11,-1,0,-5,-1.8,-7,0.1,-23,-4
CCC1CCCCN1c1nc2c(C=O)c(C)nn2c2ccccc12 (centres undefined),-5,-23,-6,-23,2,0,1.9,1,0.2,10,-1
O=C(Nc1sc2c(c1-c1nc3ccccc3[nH]1)CCCC2)C1CCCC1,-7,-2,-5,41,-5,-2,-0.2,-16,-0.9,-38,1
Nc1[nH]n(-c2ccccc2)c(=O)c1N=Nc1ccc2ncsc2c1,2,24,-10,5,-1,-8,-1.6,-7,1.2,-3,6
CCOC(=O)COC(=O)c1ccc(Oc2cc(C)nc(SC)n2)cc1,-2,-51,0,-4,0,6,-0.5,4,1.3,-16,3
COc1ccc(N(C=O)C(=S)SC)cc1,-1,4,-1,-4,4,-12,-1.0,-12,0.7,-4,-3
O=c1[nH]c2cc3c(cc2cc1CN(CCc1ccccc1)C(=S)NCCCN1CCOCC1)OCCO3,-8,-1,1,/,3,-13,-2.7,-12,-2.0,-31,-14
OC1(c2ccc(Cl)cc2)CCN(Cc2cn[nH]c2-c2ccc(F)cc2)CC1,-2,0,-1,-8,-1,-2,1.3,-12,1.4,-3,-9
CC(=O)N(C)/C=C1\Sc2ccccc2C1=O,-8,/,6,100,2,-4,0.7,-12,0.0,8,-1
COC(=O)c1ccc(Cn2cc(C(F)(F)F)cc([N+](=O)[O-])c2=O)cc1,-4,-1,3,-16,5,-8,-1.1,-15,-1.2,32,0
COc1ccc(-n2c(Cc3cccn3C)nnc2SCC(=O)NCC2CCCO2)cc1 (centres undefined),-2,/,-15,94,5,-7,0.5,-11,-0.6,20,-2

# Later entries.
SMILES,Keap1 Nrf2 FP,NSD2 inh,dFosB activator,SUMO Mot1 rescue,RTF Ca sens act,Cardiac RTF inh,CDK5 p35 inh,PvdQ inh,LANA DNA inh,PfHsp90 yeast 2,Rtt109 HAT inh
COc1ccc(C=C(c2nc3ccccc3s2)c2nc3ccccc3s2)cc1O,-7,59*,1,1,-6,-5,0.7,-2,-3.1,38,3
COc1ccccc1-c1noc2ncnc(Nc3ccc4c(c3)OCO4)c12,0,/,6,-5,0,2,-1.9,-1,-1.1,11,-6
C/C(=N/NC(=O)c1ccc(C)s1)c1ccncc1,2,0,-7,-3,-2,-4,0.6,-11,1.4,3,1
COCC1CCCN(Cc2cn[nH]c2-c2cc3ccccc3o2)C1 (centres undefined),0,18,-9,-14,-5,2,0.0,0,-1.3,-3,9
COc1ccc(C(=O)Nc2ccc(NC(=O)C(C)C)nc2)cc1,-6,-1,-2,-15,-3,2,0.2,4,-1.0,-8,-12
CCN(CC)S(=O)(=O)c1ccc(C(=O)NCC(=O)NC2CC2)cc1,-1,1,5,-3,-2,-6,0.9,2,-1.2,/,0
Nc1nc(-c2ccc(Oc3ccccc3)cc2)c(CC(=O)O)s1,-9,-1,-16,-10,1,-3,-0.2,-10,1.4,-6,2
CC1(c2ccccn2)Nc2ccccc2-c2nc3ccccc3n21 (centres undefined),-2,-4,-6,3,3,-6,0.8,-39,-1.0,-58,-1
COc1ccc(N(CC(=O)Nc2ccc(S(=O)(=O)N3CCOCC3)cc2)S(=O)(=O)c2ccc(F)cc2)cc1,-4,-1,-11,-14,10,-7,1.5,-7,0.5,-7,4
CN1CCN(c2ccccc2NC(=O)C(Cc2ccccc2)n2cccc2)CC1 (centres undefined),-5,/,-12,-3,-6,-4,-2.5,-16,-2.2,20,-2
CC(=O)C1=C(O)CC(c2ccccc2)CC1=NCCc1c(C)[nH]c2ccc(C)cc12 (centres undefined),-3,/,1,81,3,-1,0.4,11,0.2,-12,10
Cc1ccc(NC(C#N)c2ccccc2OCc2ccccc2)cc1 (centres undefined),-6,-3,-2,/,0,-7,0.4,-4,-0.4,-24,-18
CCCN(CC(=O)Nc1cc(Cl)ccc1Cl)C(=O)/C=C/c1ccco1,3,0,-10,7,2,-1,0.5,-9,0.4,-17,5
CN(CCO)c1ccc(-c2n[nH]c(=O)c3ccccc23)cc1[N+](=O)[O-],-4,1,9,-28,0,-2,-0.6,-9,-0.4,7,10
CC(NC(=O)CSCc1ccccc1Br)c1ccccc1 (centres undefined),2,-5,-3,-6,-2,-9,-0.2,-2,0.1,-15,-4
O=C(OC1CCCCC1=O)c1cc(=O)c2ccccc2o1 (centres undefined),-4,-2,-2,5,3,-4,0.3,-16,2.7,-3,-10
O=C(NCCN1CCOCC1)c1ccc(CS(=O)(=O)Cc2ccccc2F)o1,-2,-4,6,/,0,-3,2.1,-9,1.8,0,4
CN(C)c1nc(C(N)=O)nc(N2CCOCC2)n1,3,1,0,-22,1,0,-2.0,3,1.1,-38,1
CC1CCCCN1C(=O)Cn1c(=O)oc2cc(S(=O)(=O)N3CCCC3)ccc21 (centres undefined),-2,/,2,-3,2,-2,0.6,5,-0.9,28,0
O=C1OC(c2ccccc2)(c2ccccc2)c2ccccc21,-4,-2,-8,/,-2,1,0.9,0,-0.8,-2,/
CCC1=NC(c2ccc(OC)cc2OC)N(O)C1(C)C (centres undefined),4,-4,6,-4,-5,0,4.1,-6,1.2,/,-4

# From PubChem BioAssay
